Screening data (PubChem BioAssay)
Mtb FBA inh – Mtb FBA enzyme inhibitors, primary screen, biochemical, fluorescence, strain H37Rv; Fructose-bisphosphate aldolase (Mycobacterium tuberculosis (strain ATCC 25618 / H37Rv)), …; purified M. tuberculosis FBA, fluorescence read-out; inhibition, % at 1 µM; 2.3% of 360,000 active; AID 588726, 2011; in the data active means inhibition above about 27%;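 further: 0% = vehicle and 100% = reference inhibitor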
Target sequence (P9WQA3 whole entry, looked up): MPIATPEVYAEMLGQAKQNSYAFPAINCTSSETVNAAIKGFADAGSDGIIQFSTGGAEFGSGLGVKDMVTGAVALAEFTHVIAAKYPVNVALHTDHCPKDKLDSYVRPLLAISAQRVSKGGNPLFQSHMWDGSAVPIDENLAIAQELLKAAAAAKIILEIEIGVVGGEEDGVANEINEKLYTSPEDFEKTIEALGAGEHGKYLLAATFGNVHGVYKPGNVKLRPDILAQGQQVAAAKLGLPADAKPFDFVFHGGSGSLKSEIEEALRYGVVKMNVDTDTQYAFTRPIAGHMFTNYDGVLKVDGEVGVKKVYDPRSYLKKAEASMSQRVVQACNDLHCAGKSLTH
BioA inh – M. tuberculosis BioA enzyme inhibitors, primary screen, biochemical, plate reader, single point, HTS | 7,8-diaminopelargonic acid synthase BioA (Mycobacterium tuberculosis) | purified M. tuberculosis BioA enzyme | inhibition, % at 9.99 µM | 0.096% of 360,000 active | AID 602481, 2012; in the data active means inhibition above about 40%
* hit, by the source's call; / = no result given; & = joins results of further samples.

Sample of the layout:
SMILES	Mtb FBA inh	BioA inh
C[C@@H]1CN([C@H](C)CO)S(=O)(=O)c2ccc(C#Cc3ccncc3)cc2O[C@H]1CN(C)C(=O)c1ccncc1	/	1.0
COc1ccc(NC(=O)Nc2ccc3c(c2)C(=O)N([C@@H](C)CO)C[C@@H](C)[C@@H](CN(C)C(=O)CCCN(C)C)OCCCC[C@@H](C)O3)cc1	/	-2.3
C[C@@H]1CN([C@@H](C)CO)C(=O)Cc2cc(NS(=O)(=O)c3ccc(Cl)cc3)ccc2O[C@@H]1CN(C)S(=O)(=O)c1ccc(Cl)cc1	/	2.4

Results, from the first entry:
SMILES	Mtb FBA inh	BioA inh
C[C@@H]1CN([C@H](C)CO)S(=O)(=O)c2ccc(C#Cc3ccncc3)cc2O[C@H]1CN(C)C(=O)c1ccncc1	/	1.0
COc1ccc(NC(=O)Nc2ccc3c(c2)C(=O)N([C@@H](C)CO)C[C@@H](C)[C@@H](CN(C)C(=O)CCCN(C)C)OCCCC[C@@H](C)O3)cc1	/	-2.3
C[C@@H]1CN([C@@H](C)CO)C(=O)Cc2cc(NS(=O)(=O)c3ccc(Cl)cc3)ccc2O[C@@H]1CN(C)S(=O)(=O)c1ccc(Cl)cc1	/	2.4
C[C@@H]1CN([C@H](C)CO)C(=O)c2cc(NS(=O)(=O)c3ccccc3)ccc2O[C@@H](C)CCCCO[C@@H]1CN(C)C(=O)NC1CCCCC1	/	-3.7
CCCNC(=O)N(C)C[C@H]1Oc2cc(-c3cccnc3)ccc2S(=O)(=O)N([C@H](C)CO)C[C@@H]1C	/	-2.1
C[C@H](O)C#Cc1cnc2c(c1)C(=O)N([C@H](C)CO)C[C@H](C)[C@H](CN(C)CC1CC1)O2	/	0.8
C[C@@H]1CN([C@@H](C)CO)C(=O)Cc2cc(NC(=O)CCCN(C)C)ccc2O[C@H]1CN(C)C	/	1.6
COc1ccc(NC(=O)N(C)C[C@H]2OCCCC[C@H](C)Oc3ccc(NC(=O)Nc4cccc5ccccc45)cc3C(=O)N([C@H](C)CO)C[C@H]2C)cc1	/	3.0
C[C@H](CO)N1C[C@H](C)[C@H](CN(C)S(=O)(=O)c2ccc(Cl)cc2)Oc2ccc(NS(=O)(=O)c3ccc(F)cc3)cc2CC1=O	/	-6.8
O=C(C[C@@H]1C=C[C@H](NC(=O)Nc2ccc(C(F)(F)F)cc2)[C@@H](CO)O1)NCCN1CCCC1	/	-4.1
COCC#Cc1cnc2c(c1)C(=O)N([C@H](C)CO)C[C@H](C)[C@H](CN(C)Cc1ccc(F)cc1)O2	/	-0.7
C[C@@H]1CCCCO[C@H](CN(C)C(=O)CCCN(C)C)[C@@H](C)CN([C@@H](C)CO)C(=O)c2cc(N(C)C)ccc2O1	/	-1.5
COc1ccc(C#Cc2ccc([C@@H]3[C@@H](CO)N4CCCCN(C(=O)c5ccncc5)C[C@@H]34)cc2)cc1	/	-2.6
CO[C@@H](CN(C)S(=O)(=O)c1ccc(C)cc1)[C@@H](C)CN(C(=O)Nc1ccccc1F)[C@H](C)CO	/	3.5
C[C@H](CO)N1C[C@H](C)[C@@H](CN(C)C(=O)[C@@H](Cc2ccccc2)N(C)C)OCc2ccccc2-c2ccccc2C1=O	/	-1.5
COc1ccc(S(=O)(=O)N[C@@H]2C=C[C@@H](CC(=O)N3CCc4ccccc4C3)O[C@@H]2CO)cc1	/	-4.2
C[C@@H]1CN([C@H](C)CO)C(=O)c2cc(-c3cccc(F)c3)cnc2O[C@H]1CN(C)Cc1cccc(F)c1	/	7.2
CO[C@H]1CN(C)C(=O)c2cc(NS(=O)(=O)c3cccc(F)c3)ccc2OC[C@@H](C)N(Cc2cc(F)ccc2F)C[C@@H]1C	/	-2.5
CC(C)CC#Cc1cnc2c(c1)C(=O)N([C@H](C)CO)C[C@@H](C)[C@H](CN(C)C(=O)C1CCCCC1)O2	/	4.7
C[C@@H]1CN([C@@H](C)CO)C(=O)c2cc(NC(=O)Cn3cnnn3)ccc2O[C@@H]1CN(C)Cc1ccc(C(=O)Nc2ccccc2N)cc1	/	-0.6

An excerpt of these results, as comma-separated lines:
Compound,Mtb FBA inh,BioA inh
C[C@@H]1CN([C@@H](C)CO)C(=O)Cc2cc(NC(=O)CCCN(C)C)ccc2O[C@H]1CN(C)C,/,1.6
COc1ccc(NC(=O)N(C)C[C@H]2OCCCC[C@H](C)Oc3ccc(NC(=O)Nc4cccc5ccccc45)cc3C(=O)N([C@H](C)CO)C[C@H]2C)cc1,/,3.0
C[C@H](CO)N1C[C@H](C)[C@H](CN(C)S(=O)(=O)c2ccc(Cl)cc2)Oc2ccc(NS(=O)(=O)c3ccc(F)cc3)cc2CC1=O,/,-6.8
O=C(C[C@@H]1C=C[C@H](NC(=O)Nc2ccc(C(F)(F)F)cc2)[C@@H](CO)O1)NCCN1CCCC1,/,-4.1

Carrying on.
SMILES	Mtb FBA inh	BioA inh
CC(=O)NC[C@H]1[C@H](c2ccc(-c3ccccc3F)cc2)[C@@H](CO)N1C(C)=O	/	0.1
C/C=C/c1cnc2c(c1)C(=O)N([C@@H](C)CO)C[C@H](C)[C@@H](CN(C)C(=O)Nc1cccc(OC)c1)O2	/	-0.3
CC(C)NC(=O)Nc1ccc2c(c1)C(=O)N([C@H](C)CO)C[C@H](C)[C@H](CN(C)Cc1ccc(Cl)c(Cl)c1)OCCCC[C@H](C)O2	/	0.9
CNC[C@@H]1Oc2ccc(NS(=O)(=O)c3ccc(C)cc3)cc2C(=O)N([C@@H](C)CO)C[C@@H]1C	/	28
Cc1cc(C(=O)Nc2cccc3c2O[C@@H](CN(C)S(=O)(=O)c2ccccc2)[C@@H](C)CN([C@@H](C)CO)C3=O)n(C)n1	/	29
Cc1noc(C)c1NC(=O)N[C@@H]1CC[C@H](CC(=O)NCc2ccc(Cl)c(Cl)c2)O[C@H]1CO	/	0.7
C[C@@H]1CN([C@H](C)CO)C(=O)c2ccccc2-c2ccccc2CO[C@H]1CN(C)S(=O)(=O)c1cccs1	/	-0.1
C[C@@H]1CN([C@@H](C)CO)S(=O)(=O)c2ccc(Br)cc2O[C@@H]1CN(C)S(C)(=O)=O	/	3.1
C[C@H](CO)N1C[C@H](C)[C@@H](CN(C)C(=O)Nc2ccc(C(F)(F)F)cc2)OCCCC[C@H](C)Oc2ccc(NC(=O)C3CCCCC3)cc2C1=O	/	3.2
C[C@@H]1CN([C@@H](C)CO)S(=O)(=O)c2ccc(-c3ccncc3)cc2O[C@H]1CN(C)Cc1cncnc1	/	1.7
CN1C[C@@H](O)COC[C@H]2O[C@@H](CC(=O)NC3CCCC3)CC[C@@H]21	/	-1.0
C[C@@H]1CN([C@@H](C)CO)C(=O)c2cc(NC(=O)Nc3ccc4c(c3)OCO4)ccc2O[C@@H](C)CCCCO[C@H]1CN(C)Cc1ccc(C(F)(F)F)cc1	/	0.7
C[C@@H]1CN([C@@H](C)CO)C(=O)c2cc(/C=C/c3ccccc3)cnc2O[C@@H]1CN(C)C(=O)c1ccccc1	/	1.5
CC(C)NC(=O)Nc1ccc2c(c1)CC(=O)N([C@H](C)CO)C[C@H](C)[C@@H](CN(C)C(=O)Nc1cccc3ccccc13)O2	/	0.2
C[C@@H]1CN([C@@H](C)CO)C(=O)c2cc(NS(=O)(=O)c3cn(C)cn3)ccc2O[C@H]1CN(C)Cc1ccc(Oc2ccccc2)cc1	/	-0.3
CC(=O)N1[C@H](C(=O)NCC2CC2)[C@@H](CO)[C@@H]2Cn3c(ccc(C4=CCCC4)c3=O)[C@@H]21	/	-2.0
O=C(C[C@H]1CC[C@H](NC(=O)Cc2cccnc2)[C@H](CO)O1)Nc1ccc(-c2ccccc2)cc1	/	-0.4
CNC[C@@H]1Oc2ncc(C#Cc3ccncc3)cc2C(=O)N([C@H](C)CO)C[C@@H]1C	/	0.9
C[C@@H]1CN([C@H](C)CO)C(=O)Cc2cc(NC(=O)Nc3cccc4ccccc34)ccc2O[C@H]1CN(C)C(=O)NC1CCCCC1	/	1.7
C[C@@H]1CN([C@@H](C)CO)C(=O)c2cccc(NS(=O)(=O)c3ccccc3)c2O[C@@H]1CN(C)S(=O)(=O)c1ccc(F)cc1	/	-0.8
O=C(C[C@H]1C[C@H]2c3cc(NC(=O)NC4CCCCC4)ccc3O[C@H]2[C@@H](CO)O1)NCc1ccccn1	/	-0.1
COc1ccc(NC(=O)N(C)C[C@H]2OCCCC[C@H](C)Oc3ccc(NC(=O)c4ccncc4)cc3C(=O)N([C@@H](C)CO)C[C@@H]2C)cc1	/	-7.9
COCCNC(=O)C[C@H]1C[C@@H]2c3cc(NC(=O)Nc4ccc(C(F)(F)F)cc4)ccc3O[C@@H]2[C@H](CO)O1	/	0.1
COc1ccc(C#Cc2ccc3c(c2)[C@H]2[C@H](CCN2C(=O)c2cnccn2)[C@H](CO)N3)cc1	/	2.6
C[C@H](CO)N1C[C@H](C)[C@@H](CN(C)Cc2ccccc2)Oc2ccc(NS(=O)(=O)c3ccc(F)cc3)cc2CC1=O	/	1.9
Cc1ccccc1S(=O)(=O)N1C[C@H](O)COC[C@@H]2O[C@H](CC(=O)N3CCN(C)CC3)CC[C@H]21	/	-1.9
COCC(=O)Nc1ccc2c(c1)C(=O)N(C)C[C@@H](OC)[C@H](C)CN(Cc1cc(-c3ccccc3)on1)[C@H](C)CO2	/	0.1
CCCN(C)C[C@H]1Oc2ncc(C#CC3CC3)cc2C(=O)N([C@H](C)CO)C[C@H]1C	/	1.2
C[C@H](CO)N1C[C@H](C)[C@H](CN(C)Cc2ccc(Oc3ccccc3)cc2)Oc2c(NC(=O)C3CCOCC3)cccc2C1=O	/	-1.6
C[C@@H]1CN([C@H](C)CO)C(=O)c2cc(C#Cc3ccccc3F)cnc2O[C@@H]1CN(C)C(=O)C1CCOCC1	/	-0.7
CCC(=O)Nc1ccc2c(c1)C(=O)N(C)[C@H]1CC[C@@H](CC(=O)NC3CCCC3)O[C@@H]1CO2	/	-0.3
COc1cccc(S(=O)(=O)N(C)C[C@H]2Oc3ncc(C#CC(C)C)cc3C(=O)N([C@@H](C)CO)C[C@@H]2C)c1	/	1.3
COc1ccccc1-c1ccc2c(c1)O[C@H](CN(C)Cc1ccc3c(c1)OCO3)[C@@H](C)CN([C@H](C)CO)S2(=O)=O	/	-0.1
C[C@@H]1CN([C@H](C)CO)C(=O)Cc2cc(NS(=O)(=O)c3cn(C)cn3)ccc2O[C@H]1CN(C)Cc1ccc(Oc2ccccc2)cc1	/	0.2
C[C@@H]1CN([C@H](C)CO)C(=O)c2cc(NS(=O)(=O)c3ccc(F)cc3)ccc2O[C@H]1CN(C)Cc1ccc(C(=O)O)cc1	/	-2.8
CN(C)c1ccc2c(c1)[C@H]1C[C@H](CC(=O)NC3CCCC3)O[C@@H](CO)[C@H]1O2	/	-2.2
C[C@H]1CN([C@@H](C)CO)S(=O)(=O)c2ccc(C3=CCCC3)cc2O[C@H]1CN(C)Cc1cncnc1	/	1.5
C[C@H](CO)N1C[C@H](C)[C@H](CN(C)S(=O)(=O)c2ccc(F)cc2)Oc2cc(Br)ccc2S1(=O)=O	/	8.5
COc1cccc(NC(=O)C[C@H]2CC[C@@H]3[C@H](COc4ccc(NC(=O)C5CC5)cc4C(=O)N3C)O2)c1	/	-0.3
COc1ccc(S(=O)(=O)Nc2ccc3c(c2)C(=O)N([C@H](C)CO)C[C@H](C)[C@@H](CN(C)S(=O)(=O)c2ccc(OC)cc2)OCCCC[C@@H](C)O3)cc1	/	-0.5
Cc1cc(Br)cn2c(Cc3ccccc3)c(-c3cccc(Br)c3)nc12	-1	-1.5
CC(C)c1cccc(C(C)C)c1Nc1cn[nH]c1	0	-2.9
CCOC(=O)N1CCN(C(=O)c2[nH]c(C(F)(F)F)nc2-c2ccccc2)CC1	-1	0.2
CCCCC[C@@H]1[C@H]2[C@H]3C(=O)N(c4ccccc4)C(=O)[C@H]3CC(=O)[C@H]2[C@H](c2ccccc2)N1S(=O)(=O)c1ccc(C)cc1	1	-2.4
Cc1ccc2nc(C3CCCCC3)c(Cc3cccc(Cl)c3)n2c1	145*	0.8
Cc1noc(C)c1S(=O)(=O)Nc1ccc2c(c1)C(=O)N([C@H](C)CO)C[C@H](C)[C@H](CN(C)S(=O)(=O)c1ccc(Cl)cc1)OCCCC[C@@H](C)O2	0	-3.6&-1.1
COc1ccc(Cc2c(-c3ccc(F)cc3)nc3c(C)cc(Br)cn23)c(C)c1	-1	-1.2
O=C(OCc1ccccc1)N1C[C@H](O)[C@H](O)C[C@@H]1c1c(Cl)cccc1Br	1	5.9
CCOC(=O)C1=CCN(S(=O)(=O)c2ccccc2Br)C1c1ccc(F)cc1 (configuration not stated)	-2	0.1
CC(C)(C)C(=O)N1CCN(c2ccc3c(c2)C2CC3CCN2C(=O)OCc2ccccc2)CC1 (configuration not stated)	1	-0.8
c1cc2c(cc1N1CCOCC1)CNCc1cnnn1-2	4	6.8
Cc1ccc(-c2nc3cc(C)c(Br)c(C)n3c2CC(C)(C)C)cc1	1	-2.5
CCCCn1nnnc1C(CC)N1CCN(C/C=C/c2ccccc2)CC1 (configuration not stated)	2	-0.4
CC(C)C[C@H]1CNC(=S)N1C[C@H]1CCCN1C[C@H](Cc1ccc(O)cc1)N1C[C@H](Cc2ccccc2)N(CC2CCCCCC2)C1=S	4	2.3
Fc1cccc(Cc2c(-c3cccc(Cl)c3)nc3c4ccccc4ccn23)c1	6	2.1
OCC[C@@H]1C[C@H](O)[C@@H](O)[C@@]2(OCc3ccc4ccccc4c32)O1	-1	-1.7
CC1=C(C(=O)N(C(C)C)C(C)C)CC(CC(=O)NCCc2ccccn2)C(=O)N1Cc1ccc(F)cc1 (configuration not stated)	3	-0.4
Cc1cc2nc(-c3cccc(Cl)c3)c(CC(C)(C)C)n2c(C)c1Br	5	-2.3

Arranged by length of the SMILES (smallest number first): some entries from above
SMILES	Mtb FBA inh	BioA inh
Cc1ccc2nc(C3CCCCC3)c(Cc3cccc(Cl)c3)n2c1	145*	0.8
OCC[C@@H]1C[C@H](O)[C@@H](O)[C@@]2(OCc3ccc4ccccc4c32)O1	-1	-1.7
CCCCC[C@@H]1[C@H]2[C@H]3C(=O)N(c4ccccc4)C(=O)[C@H]3CC(=O)[C@H]2[C@H](c2ccccc2)N1S(=O)(=O)c1ccc(C)cc1	1	-2.4

A portion of the library; the hit share may differ from the screen's.
